JMJD2A Tudor = blocks the human JMJD2A Tudor domain; Potency, µM (series often up to 114 µM), without a hit: top-dose activity change, negative = inhibition, most hits filed as inhibitors; AlphaScreen JMJD2A-Tudor / H3K4me3 peptide binding; O75164; AID 504339; 390,000 compounds, 4.4% hits; further: potency means the concentration at half of the fitted maximal effect; on the % scale 0 is the no-effect control and ±100 the full control effect; nearly all actives have a fitted effect of over 50% in size
HP1b chromo inh = inhibitors of HP1-beta chromodomain binding to methylated histone tails | P83916 | AlphaScreen HP1-beta / biotin-H3K9me3 peptide binding | Potency, µM (titrated, usually from 114 µM), for inactives: top-dose activity change, negative = inhibition, most hits filed as inhibitors | 390,000 compounds, 0.56% hits | AID 540317; further: potency means the concentration at half of the fitted maximal effect; nearly all actives have a fitted effect of over 70% in size; inactives centre near 23
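Compound inhibition of the preformed complex between 50 nM HP1-beta and 50 nM biotinylated H3K9me3 peptide was read by AlphaScreen. Buffer was PBS pH 7.4 with 0.01% Tween-20. Incubations ran 30 min at room temperature, with 10 ug/mL donor/acceptor beads.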
Pin1 inh = human Pin1 inhibition | Q13526 | Pin1 FP peptide displacement, HiFluor488, 10 min | Potency, µM (top dose mostly 115 µM), without a hit: top-dose activity, negative = inhibition, actives largely listed as inhibitors | 390,000 compounds, 0.009% hits; active means well fitted inhibition curve with a large enough effect in the polarisation, with a control signal flat, not every such curve was filed as active; inconclusive means small, poorly fitted or top-dose-only effect, or effect the other way, or a change in a side signal; inactive means no such curve, though single readings can be large or run the other way; the % refers to the polarisation; further: potency means the concentration at half of the fitted maximal effect; on the % scale 0 is the no-effect control and ±100 the full control effect
G9a block = blocks human histone lysine methyltransferase G9a; Q96KQ7; G9a H3K9 monomethylation, AlphaScreen, 2 h; Potency, µM (highest dose often 102 µM), for the others: at the top dose activity, negative = inhibition, hits mostly inhibitors; 350,000 compounds, 8.8% hits; further: potency means the concentration at half of the fitted maximal effect; on the % scale 0 is the no-effect control and ±100 the full control effect; nearly all actives have a fitted effect of over 75% in size
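Readings reflect AlphaScreen signal from monomethyl-H3K9 antibody detection. HMT at 20 nM; substrate b-H3K9 500 nM; cofactor SAM 20 uM; 2 h RT reaction; compounds tested as titrations in qHTS with 15 min preincubation.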
BAZ2B inh = blocks human BAZ2B; Q9UIF8; AlphaScreen BAZ2B-H3K14Ac peptide displacement; Potency, µM (titrated, usually from 114 µM), without a hit: at the top dose activity change, negative = inhibition, hits mostly inhibitors; 360,000 compounds, 4.4% hits; AID 504333; further: potency means the concentration at half of the fitted maximal effect; on the % scale 0 is the no-effect control and ±100 the full control effect; nearly all actives have a fitted effect of over 60% in size
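AlphaScreen luminescence quantifies BAZ2B engagement of H3K14Ac peptide; the protein and biotinylated peptide are both at 50 nM final, buffer PBS pH 7.4 with 0.01% Tween-20, all steps at room temperature.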
PI4K2A inh = PI4K2A (human) kinase inhibition; Q9BTU6; purified PI4K2A, ADP-Glo luminescence, 1 h; stronger effect = lower value; activity change, negative = inhibition, % at 76.9 µM; 420,000 compounds, 0.13% hits; in the data active means activity change below about -50%; inconclusive means mostly about -30% to -49%;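 further: -100% = wells without enzyme as full effect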
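In this quantitative HTS, ADP production by PI4K2A was quantified luminescently after 1 h at ambient temperature; 100 microM adenosine served as plate-quality control.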
Tb PGK inh = T. brucei PGK inhibition; P07378; PGK/GAPDH coupled, Kinase-Glo luminescence, 60 min; Potency, µM (titrated, usually from 57.5 µM), inactives show at the top dose activity change, negative = inhibition, usual class: inhibitors; 380,000 compounds, 0.043% hits; further: potency means the concentration at half of the fitted maximal effect; on the % scale 0 is the no-effect control and ±100 the full control effect; nearly all actives have a fitted effect of over 60% in size
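Luminescent ATP detection (Kinase-Glo Plus) follows a 60-minute room-temperature incubation, with wells lacking PGK as controls. Buffer: 100 mM TEA (pH 7.6), 5 mM MgCl2, 0.01% Tween-20. Coupling enzyme GAPDH (100 nM final) supplies unstable 1,3-BPG in-well.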
ERG-DNA inh = inhibitors of human ERG Ets domain-DNA interaction; Potency, µM (top dose mostly 76.9 µM), without a hit: at the top dose FP activity, negative = inhibition, actives largely listed as inhibitors; AID 624246; 370,000 compounds, 0.028% hits; P11308; fluorescence polarization, His-ERG Ets domain / labelled DNA; active means well fitted inhibition curve with a large enough effect in the polarisation, with a control signal flat; inconclusive means small, poorly fitted or top-dose-only effect, or effect the other way, or a change in a side signal; inactive means no such curve, though single readings can be large or run the other way; the % refers to the polarisation;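 further: polarization taken with two DNA probes labelled with fluorescein and Texas red; potency means the concentration at half of the fitted maximal effect; % of control where 0% means no effect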
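His-tagged ERG Ets domain (1 uM in the protein solution; 300mM KCl, 50mM Tris-HCl, 1mM EDTA, 1mM DTT, pH 7.5) received compound, then a probe mix of 5 nM fluorescein-DNA and 100nM Texas-615-DNA. Fluorescence polarization was read for both dyes.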
GLS inh = blocks human kidney-isoform glutaminase activity; Potency, µM (top dose mostly 45.5 µM), inactives show at the highest dose activity change, negative = inhibition, actives largely listed as inhibitors; GLS enzymatic activity, qHTS titration; 410,000 compounds, 0.21% hits; O94925; further: potency means the concentration at half of the fitted maximal effect; on the % scale 0 is the no-effect control and ±100 the full control effect
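Human kidney-isoform GLS in 45 mM KH2PO4 pH 8.2, 0.02% Tween-20, with compound, started with 1mM L-Glutamine (added stock). Glutamate oxidase/HRP/Amplex red coupled fluorescence read at start and after 30 min at RT.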
* = called active by the depositor; i = inactive; ? = inconclusive; . = not tested or not shown; [ ] = another dose, or the depositor's remark. Unless noted, the call rests on the fitted dose curve; in most records, active means well fitted curve in the direction sought with a large enough effect; inconclusive means small, poorly fitted or top-dose-only effect, or another doubt; inactive means no such curve, though single readings can be large; an effect the other way counts as inactive or inconclusive.

ERG-DNA inh,HP1b chromo inh,G9a block,BAZ2B inh,JMJD2A Tudor,Pin1 inh,GLS inh,Tb PGK inh,PI4K2A inh,structure
5%,-13%,15%,7%,-19%,-5%,3%,-4%,-1,CCOc1ccccc1NC(=O)C1CCN(C(=O)C2CC(=O)N(c3ccc(C)cc3)C2)CC1 (centres undefined)
4%,16%,?,-23%,-8%,-2%,4%,-14%,10,Cc1ccc(S(=O)(=O)Oc2ccc(/C=C3\N=C(c4cccc(C)c4)OC3=O)cc2)cc1
8%,25%,-37%,-31%,-8%,-1%,-11%,i,-2,CN(C(=O)CSc1nnc(CN2CCCC2)n1Cc1ccccc1)c1ccccc1
-3%,-1%,6%,-4%,-1%,4%,-5%,-10%,-11,O=C(CCC(=O)N1CCN(S(=O)(=O)c2cccc(F)c2)CC1)c1cccs1
-6%,9%,.,5%,-7%,2%,3%,-8%,-5,CCN(CC)C(=O)C1CC(=O)N(c2ccc(F)c(Cl)c2)C1 (centres undefined)
-7%,14%,7%[59 µM],10%,-11%,2%,7%,-1%,-2,Cc1ccc(C(=O)N2CCN(Cc3ccc4c(c3)OCO4)CC2)o1
-3%,-18%,?,?,?,?,-7%,-2%,-4,O=C(O)Cn1c2c(c3ccccc31)CSc1ccc(Cl)cc1-2
-5%,41%[activator],.,.,-8%,2%,-10%,-5%,-4,CCOC(=O)C1=C(C)Nc2ccccc2N=C1NC(=O)C1CCN(C(=O)c2ccccc2C)CC1
7%,22%,11%[59 µM],-14%,-13%,17%,4%,1%,0,O=C(Cn1ncc2c3ccccc3n(Cc3ccccc3F)c2c1=O)N1CCCCCC1
6%,54%[activator],.,-2%,-26%,-6%,2%,-7%,0,CCCCCCCN1CCC(=O)N([C@H](CO)c2ccccc2)CC1
1%,44%[activator],28%,11%,-1%,4%,2%,0%,3,Cc1cc(C)n(C(=O)c2ccc(C)c(S(=O)(=O)N3CCCCC3)c2)n1
14%,21%,11%[12.7 µM],-30%,-5%,-2%,0%,-7%,1,COc1ccc(CNC(=O)c2ccc(Cl)c(S(=O)(=O)N3CCOCC3)c2)cc1OC
-4%,33%[activator],12%[59 µM],-1%,4%,-2%,-9%,i,2,CCOC(=O)C1=C(C)NC(=O)NC1c1ccc(OC(=O)c2ccco2)cc1 (centres undefined)
-2%,-9%,-9%[59 µM],-21%,-34%,9%,-3%,-3%,2,CCOc1ccc(N(CC(=O)Nc2ccc3c(c2)OCO3)S(=O)(=O)c2ccccc2)cc1
2%,25%,?,-5%,-14%,-3%,-11%,-1%,4,CC(C)(C)NC(=O)C(c1ccc(F)cc1)N(Cc1ccco1)C(=O)Cn1nnc(-c2cccs2)n1 (centres undefined)
3%,28%,6%[59 µM],2%,4%,25%,-5%,-10%,3,CCSc1oc(-c2cccs2)nc1S(=O)(=O)c1ccc(Br)cc1
5%,28%,-7%,-2%,-8%,8%,-1%,3%,-1,CCCCc1nnc(SCC(=O)Nc2nccs2)n1C
.,31%,-28%[59 µM],-8%,-16%,0%,-2%,.,1,COc1ccc(C)cc1S(=O)(=O)N(CC(=O)Nc1cccc([N+](=O)[O-])c1)c1cc(C)cc(C)c1
-4%,55%[activator],19%[12.7 µM],-5%,-19%,-7%,20%,11%,-9,CCC(NC(=O)Nc1cc(OC)c(OC)c(OC)c1)(C(F)(F)F)C(F)(F)F
2%,7%,1%,10%,-16%,-2%,-3%,3%,-7,CC(=O)NC1(NC(C)=O)CCN(C)CC1
6%,13%,?,-18%,-1%,-9%,-1%,-5%,-6,CN1CCN(S(=O)(=O)c2cccc(C(=O)NCCOc3ccccc3F)c2)CC1
-3%,20%,-34%,79µM*,-13%,11%,0%,-2%,4,CN(c1ccc([N+](=O)[O-])cc1C(N)=O)C1CCCCC1
8%,38%[activator],12%,3%,-2%,-8%,-7%,-11%,-2,CCCNC(=O)Cn1nc(C)n2c(cc3cc(F)ccc32)c1=O
-3%,65%[activator],.,.,28%,2%,-1%,8%,-8,COc1ccc(C(O)(c2ccccc2)C(C(=O)O)c2ccccc2)cc1 (centres undefined)
-19%,24%,-25%,-1%,-13%,-14%,1%,-10%,2,CCOC(=O)CSCC(=O)Nc1nnc(-c2cccc([N+](=O)[O-])c2)s1
87%[activator],-1%,-1%,-1%,-17%,1%,14%,4%,-1,COc1ccc(C2=NO[C@@H]3[C@@H]4C[C@@H]([C@H]5C(=O)N(C)C(=O)[C@@H]45)[C@H]23)c(OC)c1
-6%,20%,?,-6%,-18%,-7%,1%,?,?,COc1cc(SC)ccc1C(=O)NNC(=O)c1cc(C)oc1C
19%,107%[activator],57%[activator],-2%,58%[activator],?,12%,6%,0,CCn1ncc(Br)c1C(=O)Nc1ccc(C(C)C)cc1
3%,45%[activator],?,?,-33%,1%,-2%,-4%,6,O=S(=O)(c1ccccc1)c1nc(-c2ccco2)oc1NCCCn1ccnc1
-9%,62%[activator],47%[59 µM],5%,18%,?,8%,i,0,c1ccc(C2Nc3ccccc3-c3nc4ccccc4n32)cc1 (centres undefined)
-1%,9%,-4%[59 µM],-9%,-20%,1%,2%,-2%,-3,CCC(C(=O)Nc1ccc(F)cc1F)n1nc(-c2ccccc2)c2c(c1=O)CCCC2 (centres undefined)
4%,46%[activator],-20%,3%,-6%,3%,-1%,9%,-2,CCCc1nc2ccccc2n1CCc1ccccc1
5%,31%,.,.,-18%,-4%,3%,i,-1,COc1ccc(S(=O)(=O)Nc2cccc3c2O[C@H](CN(C)C(=O)Nc2ccccc2)[C@@H](C)CN([C@H](C)CO)C3=O)cc1
.,69%[activator],.,.,?,0%,-18%,-10%,-3,O=C(NN=Cc1cc(=O)[nH]c(=O)[nH]1)c1ccncc1
-17%,157%[activator],52%[activator][59 µM],77%[activator],135%[activator],0%,-1%,3%,-7,C/C(=N\OCc1ccc(C#N)cc1)c1cc2ccccc2o1
0%,16%,25%,8%,-5%,1%,1%,-4%,1,O=C(O)CN=C1NC2(CCCC2)Cc2ccccc21
13%,20%,14%,-6%,-7%,-1%,0%,i,0,Cc1cccc2cn[nH]c12
-16%,39%,-13%[59 µM],14%,-1%,-4%,1%,-3%,4,O=C(c1ccc([N+](=O)[O-])cc1[N+](=O)[O-])N1CCN(C(=O)C2CCCO2)CC1 (centres undefined)
-4%,?,11µM*,-36%,?,-10%,5%,i,-2,CC1CCCN(CCSc2ccc(Cl)cc2)C1 (centres undefined)
1%,14%,.,9%,-13%,-2%,-1%,-1%,-1,CCOc1ccccc1NC(=O)C1CCN(c2nc(-c3ccc(OC)cc3)no2)CC1
-6%,40%[activator],59%[activator][59 µM],-4%,-15%,5%,27%,-2%,-3,COCCCNC(=S)NNC(=O)c1ccc2c(c1)OCO2
-2%,44%,7%[12.7 µM],17%,3%,0%,6%,11%,4,CC1CCCC(NS(=O)(=O)c2ccc3c(c2)OCCO3)C1C (centres undefined)
.,10%,-3%[59 µM],4%,-1%,-5%,7%,1%,-1,O=C(Cn1cnc2c(nnn2-c2ccc(F)cc2)c1=O)NCC1CCCO1 (centres undefined)
14%,7%,-43%,11%,3%,4%,0%,4%,-11,Cc1ccc(NC(=O)CCC(=O)OCCCC(F)(F)C(F)(F)F)cc1
7%,12%,?,-37%,-34%,-3%,0%,i,-8,COc1ccc(OC)c(-c2csc(NC(=O)COC(=O)C3CCC3)n2)c1
11%,17%,-7%,-3%,-2%,3%,1%,-1%,0,CCC(=O)Nc1nc(-c2ccccc2)nc(SC)c1C(C)=O
0%,13%,0%,-20%,-26%,-1%,13%,-6%,-6,Fc1ccc(NC(=S)NCc2ccc3c(c2)OCO3)cc1
-4%,36%,-1%[59 µM],1%,-20%,10%,5%,-6%,3,COc1ccc([C@H]2[C@H]3C=CC[C@@H](C)[C@@H]3C(=O)N2Cc2ccccc2)cc1Cl
-9%,40%,1%[12.7 µM],10%,-17%,19%,2%,-7%,-4,COC(=O)c1ccc(CN(c2ccccc2OC)S(=O)(=O)c2cccs2)o1
-3%,33%,18%[59 µM],-2%,-1%,-6%,-10%,-2%,4,OCCNC(=S)NCCc1ccccc1
5%,24%,-33%[59 µM],-11%,-9%,3%,8%,.,1,CCOc1ccccc1NC(=O)N(Cc1ccc(F)cc1)C1CCN(CC)CC1
4%,19%,-14%[59 µM],0%,4%,5%,5%,7%,-3,CC(=O)c1cccc(NC(=O)c2cc3c(s2)-c2c(C)cccc2OC3)c1
0%,26%,0%,-8%,0%,2%,18%,10%,2,CC1(C)CC(=O)C2=C(C1)Nc1ncnn1C2c1cccs1 (centres undefined)
-18%,29%,-11%,9%,-5%,?,0%,i,-7,CN(C)/C=N/c1c(C#N)cnn1-c1nc2ccccc2s1
-5%,4%,?,7%,-19%,23%,1%,-3%,-2,Cc1ccc(S(=O)(=O)N2CCC(C(=O)Nc3ccc(S(=O)(=O)N4CCCC4)cc3)CC2)cc1C

Two compounds drawn at random from those above:
ERG-DNA inh,HP1b chromo inh,G9a block,BAZ2B inh,JMJD2A Tudor,Pin1 inh,GLS inh,Tb PGK inh,PI4K2A inh,structure
-5%,4%,?,7%,-19%,23%,1%,-3%,-2,Cc1ccc(S(=O)(=O)N2CCC(C(=O)Nc3ccc(S(=O)(=O)N4CCCC4)cc3)CC2)cc1C
-9%,40%,1%[12.7 µM],10%,-17%,19%,2%,-7%,-4,COC(=O)c1ccc(CN(c2ccccc2OC)S(=O)(=O)c2cccs2)o1
